HttQ103 aggreg: qHTS Multiplex Assay to Identify Dual Action Probes in a Cell Model of Huntington: Aggregate Formation (GFP); PC12 HttQ103-GFP aggregates, Acumen cytometry, 40 h; Potency, µM (series often up to 46.1 µM), for inactives: at the highest dose activity change, negative = inhibition, actives largely listed as inhibitors; 220,000 compounds, 1.1% hits; note: potency is the fitted concentration of half-maximal effect; % is set by controls: 0 for no effect and ±100 for the full control effect; nearly all actives have a fitted effect of over 60% in size
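Compounds (qHTS titration) were added to PC12 cells expressing an ecdysone-driven HTT exon 1 Q103–GFP fusion after induction with 100 nM tebufenozide. Aggregate formation was measured as GFP objects in cell lysates.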
KinaseGlo FLuc: Counterscreen for Luciferase (Kinase-Glo TM) Inhibition; Luciferin 4-monooxygenase (Photuris pensylvanica), Q27757; Kinase-Glo luciferase, ATP luminescence, 8 min; Potency, µM (highest dose often 38.3 µM), for inactives: top-dose activity change, negative = inhibition, hits mostly inhibitors; 200,000 compounds, 0.28% hits; note: potency is the fitted concentration of half-maximal effect; % is set by controls: 0 for no effect and ±100 for the full control effect; nearly all actives have a fitted effect of over 60% in size
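Kinase-Glo luciferase light output from ATP and luciferin was measured with 10 uM ATP, within the enzyme's linear range. Buffer: 50 mM imidazole pH 7.2, 50 mM KCl, 7 mM MgCl2, 0.01% Tween 20, 0.05% BSA; luminescence read after 8 min at ambient temperature.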
CBFb RUNX1 block: qHTS Assay for Compounds Blocking the Interaction Between CBF-beta and RUNX1 for the Treatment of Acute Myeloid Leukemia; AlphaScreen CBFb-His/RUNX1-biotin binding, biochemical; Potency, µM (top dose mostly 59.8 µM), inactives show top-dose activity, negative = inhibition, hits mostly inhibitors; 230,000 tested, under 10 active; AID 1477, 2009; note: % of control where 0% means no effect
Target sequence (Q01196 whole entry, looked up): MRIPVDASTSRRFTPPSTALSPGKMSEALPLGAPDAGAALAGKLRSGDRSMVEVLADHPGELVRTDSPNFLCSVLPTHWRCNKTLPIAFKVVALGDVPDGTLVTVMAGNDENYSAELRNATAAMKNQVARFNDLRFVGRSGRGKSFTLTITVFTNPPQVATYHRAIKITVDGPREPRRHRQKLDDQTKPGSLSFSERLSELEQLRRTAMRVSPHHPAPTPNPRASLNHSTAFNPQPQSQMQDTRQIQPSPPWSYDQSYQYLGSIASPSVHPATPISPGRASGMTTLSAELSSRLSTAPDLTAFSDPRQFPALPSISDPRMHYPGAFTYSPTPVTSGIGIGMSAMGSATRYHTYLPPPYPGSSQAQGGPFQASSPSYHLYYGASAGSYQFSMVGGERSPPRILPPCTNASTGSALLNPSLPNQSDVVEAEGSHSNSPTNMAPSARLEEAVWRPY
Target sequence (Q13951 whole entry, looked up): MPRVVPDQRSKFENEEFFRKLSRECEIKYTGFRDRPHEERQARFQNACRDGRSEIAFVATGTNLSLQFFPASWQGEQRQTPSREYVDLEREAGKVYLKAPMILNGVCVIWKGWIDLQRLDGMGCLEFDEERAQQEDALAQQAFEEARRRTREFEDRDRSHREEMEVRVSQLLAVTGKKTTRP
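CBF-beta (His) and RUNX1 (biotin), 30 nM each; 20 min preassociation; + compound, 15 min; + beads 50 ng each (Ni, streptavidin), 90 min; RT; AlphaScreen read.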
SMN2 splice enh: qHTS Assay for Enhancers of SMN2 Splice Variant Expression. HEK293 SMN2-luciferase splicing reporter, luminescence, 30-36 h. Potency, µM (top dose mostly 46.1 µM), for the others: at the top dose activity change, positive = activation, most hits filed as activators. 210,000 compounds, 2.8% hits; note: potency is the fitted concentration of half-maximal effect; % of control where 0% means no effect; nearly all actives have a fitted effect of over 55% in size
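qHTS luciferase splicing reporter: luminescence rises when SMN2 exon 7 is included in transfected HEK293 cells. Compound exposure lasted 30-36 h at 37C, with 4.5 mM final sodium butyrate as control, followed by a ONE-Glo read.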
IMPase Li cell: qHTS Assay for Identifying the Cell-Membrane Permeable IMPase Inhibitors: Potentiation with Lithium; CHO-M1 cells, IP1 TR-FRET (IP-One), carbachol + lithium; Potency, µM (series often up to 59.4 µM), without a hit: at the top dose activity, negative = IMPase inhibition, actives largely listed as inhibitors; 210,000 compounds, 0.35% hits;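 note: IP1 builds up when IMPase is blocked and the TR-FRET signal falls; potency is the fitted concentration of half-maximal effect; plate controls were basal vehicle for no effect and high inhibitor control for full effect; nearly all actives have a fitted effect of over 50% in size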
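IP1 accumulation measured by competitive TR-FRET in lysed CHO-M1 cells after 30 min compound exposure at 37C, with a small lithium addition to potentiate weak responses. Hill-equation AC50 from ratio and donor-channel data.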
HTT ATP protect: qHTS Multiplex Assay to Identify Dual Action Probes in a Cell Model of Huntington: Cytoprotection (ATP). PC12 HTT-Q103 induced, cytoprotection, ATP luminescence, 40 h. Potency, µM (doses to about 56.4 µM), without a hit: cytoprotection (ATP increase), usual class: activators. AID 1471, 2008. 230,000 compounds, 0.14% hits;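 note: potency is the fitted concentration of half-maximal effect; % of control where 0% means no effect; nearly all actives have a fitted effect of over 45% in size; toxic huntingtin expression switched on by the ecdysone agonist tebufenozide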
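Rat PC12, Q103 Htt exon1-GFP fusion, ecdysone promoter; tebufenozide inducer 100 nM final; compound titration; qHTS, 1500 cells/well; ATPlite luminescent read.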
LMNA splice mod: qHTS Assay for Modulators of Lamin A Splicing; HeLa LMNA splicing GFP/RFP minigene ratio, 48 h; Potency, µM (doses to about 46.1 µM), inactives show top-dose ratio change, negative = inhibition, usual class: inhibitors; 200,000 compounds, 0.01% hits; active = well fitted inhibition curve with a large enough effect in the signal ratio, with a control signal flat, not every such curve was filed as active; inconclusive = small, poorly fitted or top-dose-only effect, or effect the other way, or a change in a side signal; the % refers to the signal ratio; note: potency is the fitted concentration of half-maximal effect; % is set by controls: 0 for no effect and ±100 for the full control effect
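S3 HeLa stable clones carrying a lamin A-EGFP splicing minigene plus DsRed2 were seeded at 600 cells/well in Opti-MEM with 2% FBS, pin-dosed and incubated 48 h at 37°C. Acumen cytometry (488 nm) gave the GFP/RFP total-intensity ratio.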
The depositor's hits bear a star; ? = inconclusive; nt = not tested or not shown; & = joins results of further samples; [ ] = dose if it differs, or a comment. Unless noted, calls come from the whole dose curve; as a rule, active = well fitted curve in the direction sought with a large enough effect; inconclusive = small, poorly fitted or top-dose-only effect, or another doubt; inactive = no such curve, though single readings can be large; an effect the other way counts as inactive or inconclusive.

SMILES	HttQ103 aggreg	KinaseGlo FLuc	CBFb RUNX1 block	SMN2 splice enh	IMPase Li cell	HTT ATP protect	LMNA splice mod
C=C1SC(=Nc2ccccc2Cl)N(C(=O)c2sc3ccccc3c2Cl)C12CCCCC2	-13%[9.22 µM]	nt	6%	nt	nt	-26%[10 µM]	nt
COC(=O)CN(c1ccccc1[N+](=O)[O-])S(=O)(=O)c1ccccc1	-4%[9.22 µM]	1%	6%	-8%	2%	6%[10 µM]	2%[46 µM]
Nc1nc(-c2ccc3ccccc3c2)cs1	14%	-6%	1%	11µM*	-9%	-8%[10 µM]	nt
CC1(C)CC(CC(=O)Nc2ccccn2)C(=O)O1 (stereo not given)	13%	0%	11%	?	17%[38.3 µM]	11%	-7%
O=c1[nH]c(SCc2ccc(Cl)cc2)nc2ccccc12	-7%	nt	2%	nt	nt	-36%[inhibitor]	nt
O=C(Nc1ccccc1)N1CCCC2CCCCC21 (stereo not given)	-14%	-5%	27%	11µM*	7%	18%[10 µM]	-13%
CC(=O)NNS(=O)(=O)c1ccccc1[N+](=O)[O-]	-1%	1%	3%	-8%	2%	18%[10 µM]	-10%
CC(=O)c1ccc(NC(=O)CCC(=O)OCC(F)(F)C(F)F)cc1	-24%	0%	0%	-1%	-8%[38.3 µM]	-6%	0%
O=C(CSc1ccccn1)N1CCN(C(=O)CSc2ccccn2)CC1	7%	-8%	0%	-13%	-5%[38.3 µM]	9%[10 µM]	8%
COC(=O)c1ccccc1NC(=O)Cn1cc2c(n1)CCC(C)C2 (stereo not given)	-12%	2%	6%	-12%	6%	-20%	-9%
O=C(NCCN1CCN(C(=O)c2cccs2)CC1)C(=O)Nc1ccc(Br)cc1	-25%	-4%	-4%	-61%[inhibitor]	32%[38.3 µM]	-12%	?
O=C(c1cc(-c2ccncc2)nc2ccccc12)N1CCN(c2ccccn2)CC1	26%	-6%	5%	4%	6%[38.3 µM]	-106%[inhibitor][0.074 µM]	?
O=C1CC(c2ccco2)Cc2nc(N3CCN(Cc4ccc5c(c4)OCO5)CC3)ncc21 (stereo not given)	?	0%	-4%	nt	50%[activator][38.3 µM]	4%[0.074 µM]	?
O=C(N1CCCC1)C12CC3CC(C1)CC(C(=O)N1CCCC1)(C3)C2	23%	-2%	11%	?	8%	-5%	?
Cn1c(=O)c(C(=O)COC(=O)c2cc(-c3ccco3)nc3ccccc23)c(N)n(Cc2ccccc2)c1=O	24%	-2%&3%	?	-1%&-26%	-3%&19%	-23%	?
CC(C)CNC(=O)COc1ncnc2ccccc12	17%	-4%	3%	0%	-3%[38.3 µM]	-8%	-6%
CCOc1ccc(OCC(=O)NCCc2nc3ccccc3[nH]2)cc1	4%	-3%	-1%	-5%	0%[38.3 µM]	5%	17%
CN(C)S(=O)(=O)c1ccc(C(=O)Nc2nc(-c3ccccc3)c(C(=O)c3ccccc3)s2)cc1	8%	-1%	-6%	-56%[inhibitor]	-13%	-2%[10 µM]	-6%
Cc1c([N+](=O)[O-])cc(C(=O)Oc2cccc(C(=S)N3CCOCC3)c2)cc1[N+](=O)[O-]	nt	-2%	-6%	22%	4%	nt	3%[46 µM]
O=C(O)c1cc2sccc2s1	-11%	3%	4%	-17%	?	-43%[inhibitor]	-9%
O=C(Nc1ncn[nH]1)c1ccc(S(=O)(=O)N2CCOCC2)cc1	-9%	1%	-8%	10%	6%	8%[10 µM]	5%[46 µM]
N/C(=N/OC(=O)c1ccccc1Cl)c1ncc([N+](=O)[O-])s1	-3%[9.22 µM]	nt	?	nt	nt	-8%[10 µM]	nt
COC(=O)c1ccc(N2CCC(c3cc(-c4ccc(OC)cc4)n[nH]3)CC2)c([N+](=O)[O-])c1	-29%	-3%	-30%	-14%	8%[38.3 µM]	-13%	6%
COc1ccc(/C=C/C(=O)NC(=S)NNC(=O)c2c(-c3ccccc3)noc2C)cc1	4%	3%	-3%	-50%[inhibitor]	-3%	1%[10 µM]	?
Cc1ncccc1C(=O)N1CCCC(C(=O)c2ccc3c4c(cccc24)CC3)C1 (stereo not given)	-8%[9.22 µM]	-1%	-7%	nt	18%	-4%[10 µM]	nt

3 compounds from above, showing only CBFb RUNX1 block and HttQ103 aggreg.
| canonical_smiles | CBFb RUNX1 block | HttQ103 aggreg |
| --- | --- | --- |
| O=C(Nc1ccccc1)N1CCCC2CCCCC21 (stereo not given) | 27% | -14% |
| CC(=O)NNS(=O)(=O)c1ccccc1[N+](=O)[O-] | 3% | -1% |
| CC(=O)c1ccc(NC(=O)CCC(=O)OCC(F)(F)C(F)F)cc1 | 0% | -24% |

5 successive entries from above:
SMILES	HttQ103 aggreg	KinaseGlo FLuc	CBFb RUNX1 block	SMN2 splice enh	IMPase Li cell	HTT ATP protect	LMNA splice mod
O=C(Nc1ncn[nH]1)c1ccc(S(=O)(=O)N2CCOCC2)cc1	-9%	1%	-8%	10%	6%	8%[10 µM]	5%[46 µM]
N/C(=N/OC(=O)c1ccccc1Cl)c1ncc([N+](=O)[O-])s1	-3%[9.22 µM]	nt	?	nt	nt	-8%[10 µM]	nt
COC(=O)c1ccc(N2CCC(c3cc(-c4ccc(OC)cc4)n[nH]3)CC2)c([N+](=O)[O-])c1	-29%	-3%	-30%	-14%	8%[38.3 µM]	-13%	6%
COc1ccc(/C=C/C(=O)NC(=S)NNC(=O)c2c(-c3ccccc3)noc2C)cc1	4%	3%	-3%	-50%[inhibitor]	-3%	1%[10 µM]	?
Cc1ncccc1C(=O)N1CCCC(C(=O)c2ccc3c4c(cccc24)CC3)C1 (stereo not given)	-8%[9.22 µM]	-1%	-7%	nt	18%	-4%[10 µM]	nt

Following part:
SMILES	HttQ103 aggreg	KinaseGlo FLuc	CBFb RUNX1 block	SMN2 splice enh	IMPase Li cell	HTT ATP protect	LMNA splice mod
COc1cc(OC)cc(C(=O)Nc2ccc(S(=O)(=O)Nc3cc(C)on3)cc2)c1	2%	1%	-1%	6%	5%	-7%[10 µM]	4%
CC1CCN(c2ccc(N3C(=O)C4CCCCC4C3=O)cc2[N+](=O)[O-])CC1 (stereo not given)	26%	0%	-10%	-7%	11%	23%[10 µM]	5%
COc1cc(C2CC(=O)n3c(nc4ccccc43)S2)cc(OC)c1OC (stereo not given)	14%	-1%	-3%	8%	9%	-1%[10 µM]	5%
O=C(NC1CCCc2ccccc21)C1CCN(S(=O)(=O)c2cccc(C(F)(F)F)c2)CC1 (stereo not given)	-3%	2%	2%	-42%[inhibitor]	-9%	nt	?
Cc1ccc(C(=O)Nc2ccc(S(=O)(=O)N3CCN(C)CC3)cc2)o1	0%	3%	2%	27%	31%[38.3 µM]	-7%	9%
C=CCNc1scc(-c2ccccc2)[n+]1CC=C	0%	0%	-2%	7%	14%	-22%	nt
COc1c(O)cc2oc3cc(O)c(CC=C(C)C)c(O)c3c(=O)c2c1CC=C(C)C	nt	-1%&-6%&-4%	-3%[21.7 µM]	-8%&-6%	9%&10%&-16%	-10%[1.9 µM]	?
COc1ccc(-c2c(C)cc3oc(=O)cc(-c4ccccc4)c3c2C)cc1	nt	5%[39.9 µM]	?	nt	23%	nt	nt
O=C(COC(=O)c1cc(Cl)ccc1Cl)NCCN1C(=O)CSC1=O	28%	4%	6%	0%	-2%	11%[0.074 µM]	8%
COc1ccc2c(c1)CC/C2=N\OC(=O)c1ccccc1C	9%	-18%	8%	0%	12%	-45%[inhibitor]	nt
O=S(=O)(O)c1ccc2c(N=Nc3ccc(S(=O)(=O)O)c4ccccc34)c(O)c(S(=O)(=O)O)cc2c1	-20%	nt	nt	nt	nt	-184%[inhibitor]	?
C1CCC(NC(=NC2C3CC4CC(C3)CC2C4)N2CCOCC2)CC1 (stereo not given)	nt	nt	11%&-4%	-11%&-15%	18%&26%	-26%	nt
Cc1ccc(C(NC(=O)c2ccccc2)C(Cl)Cl)cc1 (stereo not given)	-12%	-2%	5%	-35%[inhibitor]	2%	23%[10 µM]	?
C=CCNC(=S)/N=c1/scc(C)n1C	17%	-1%	1%	2%	-9%	nt	14%
CCn1nnnc1SCC(=O)NNC(=O)C1CCCCC1	14%	4%	13%	-4%	16%[38.3 µM]	5%[10 µM]	-7%
Cc1cc(C)c2c(c1)cc(C)c1nnc(SCC(=O)Nc3ccc(S(=O)(=O)N4CCCCC4)cc3)n12	-6%	-1%	9%	-4%[1.84 µM]	11%	17%[10 µM]	?
O=C(c1ccc(Oc2ccc([N+](=O)[O-])cc2Cl)cc1)N1CCCC1	12%	2%	0%	-22%	13%	-19%	nt
COc1ccc(-n2c(C)ccc2C)c([N+](=O)[O-])c1	13%[9.22 µM]	-5%	-23%	nt	8%	22%[10 µM]	10%[46 µM]
CCOc1ccccc1NC(=O)c1oc2ccccc2c1NC(=O)C1CCCO1 (stereo not given)	-1%	4%	5%	-26%	10%	-74%[inhibitor]	-6%[46 µM]
CCN(CC)S(=O)(=O)c1cccc(NC(=O)COC(=O)c2cc(=O)c3ccccc3o2)c1	-10%	nt	-9%	nt	-5%	-50%	nt
O=C1c2ccccc2C(O)(c2ncc[nH]2)N1C1CCCCC1 (stereo not given)	8%	-1%	-10%	4%	-6%[38.3 µM]	-10%	7%
Cn1cccc1Cc1nnc(SCC(=O)Nc2ccccc2F)n1CCc1ccccc1	12%	2%	-18%	-8%	11%	11%[10 µM]	-6%
CNc1cc(N2CCCC2)ccc1[N+](=O)[O-]	16%	1%	-4%	17%	6%	?	10%[46 µM]

Compound activity deposited in PubChem BioAssay by National Center for Advancing Translational Sciences (NCATS).
